Rin1-Abl PPI inh = blocks binding of human Rin1 to Abl | P00519+Q13671 | 0.4% of 360,000 active | TR-FRET Rin1/Abl binding, biochemical | inhibition, % at 7.35 µM; in the data active = inhibition above about 5%, passing the limit was not always enough
SUMO1-SIM PPI = alters human SUMO1 binding to SIM partners | P63165 | AID 602429 | inhibition, % at 20 µM | 0.33% of 360,000 active | SUMO1 binding to a labelled peptide, TR-FRET, 1 h; in the data active = inhibition above about 37%
LMPTP block = blocks human LMPTP phosphatase. P24666. recombinant LMPTP-A, OMFP fluorogenic substrate, fluorescence intensity. inhibition, % at 20 µM. 0.22% of 360,000 active. AID 651560;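 active = compounds that cut the enzyme signal by at least half of the control window in the single-dose screen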;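 note: plate controls were DMSO wells with enzyme plus substrate for no effect and substrate without enzyme for full effect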
Target sequence (P24666 whole entry, looked up): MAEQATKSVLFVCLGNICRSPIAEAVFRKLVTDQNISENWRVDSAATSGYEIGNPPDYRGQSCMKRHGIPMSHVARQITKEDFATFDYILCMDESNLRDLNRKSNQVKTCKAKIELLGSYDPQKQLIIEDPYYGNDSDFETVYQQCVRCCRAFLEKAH
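Test system: LMPTP-A phosphatase enzyme. Amount: LMPTP-A at 0.625 nM final in the reaction. Reagent: OMFP substrate, 400 µM final. Times: 50 min at room temperature. Signal: endpoint fluorescence intensity from OMFP dephosphorylation. Read-out basis: % inhibition. Benchmarks: no-enzyme and uninhibited controls.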
STEP block = blocks human striatal-enriched tyrosine phosphatase. P54829. recombinant STEP, OMFP fluorogenic substrate, fluorescence. inhibition, % at 20 µM. 0.25% of 360,000 active;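 active = inhibition at 20 µM, scaled per plate between control wells, above about 37%, limit read from the data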;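 note: 0% = DMSO with enzyme and substrate and 100% = substrate only without enzyme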
Target sequence (P54829 whole entry, looked up): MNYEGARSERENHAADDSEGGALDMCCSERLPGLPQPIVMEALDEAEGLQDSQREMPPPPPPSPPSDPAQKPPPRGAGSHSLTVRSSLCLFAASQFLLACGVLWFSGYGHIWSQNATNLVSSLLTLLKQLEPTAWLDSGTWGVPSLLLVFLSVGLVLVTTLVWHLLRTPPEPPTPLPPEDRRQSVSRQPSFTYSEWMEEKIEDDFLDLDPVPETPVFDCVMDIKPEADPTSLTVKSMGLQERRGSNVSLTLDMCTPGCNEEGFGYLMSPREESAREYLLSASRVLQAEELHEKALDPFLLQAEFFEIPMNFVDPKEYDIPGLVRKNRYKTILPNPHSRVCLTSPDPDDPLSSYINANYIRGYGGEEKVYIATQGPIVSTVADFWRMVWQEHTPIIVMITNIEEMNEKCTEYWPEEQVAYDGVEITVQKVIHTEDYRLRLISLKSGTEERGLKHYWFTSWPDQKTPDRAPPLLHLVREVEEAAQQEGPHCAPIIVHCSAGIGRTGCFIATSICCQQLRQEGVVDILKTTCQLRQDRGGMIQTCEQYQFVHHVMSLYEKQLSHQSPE
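System: isolated STEP enzyme; schedule: 20 min enzyme reaction at room temperature, protected from light; medium: Bis-Tris buffer pH 6.0, 2.5 mM DTT, 0.005% Tween 20; signal: fluorescence, 480/540 nm; dosing: single compound dose of 20 µM, 1% DMSO final; also added: OMFP substrate, 25 µM final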
Scp1 inh = Scp-1 (human) phosphatase inhibition; Q9GZU7; Recombinant Scp1, phosphopeptide, malachite green phosphate absorbance; inhibition, % at 20 µM; 0.88% of 340,000 active; AID 493091;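 active = inhibition above about 50% at 20 µM, limit read from the data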;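 note: plate controls were DMSO wells with enzyme for no effect and wells lacking enzyme for full effect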
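Times: enzyme reaction 45 min at room temperature, colour 5 min, stabilisation 30 min. Material: SCP-1 catalytic fragment, aa 76-261. Medium: Acidic Tris acetate buffer with magnesium and detergent. Signal: colorimetric free-phosphate detection, absorbance 630 nm. Read-out basis: % inhibition of SCP-1 phosphate liberation. Reagent: Phosphorylated 17-residue peptide substrate.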
CSN inh = CSN deneddylation inhibition; Q92905; Purified CSN, SCF-Nedd8-OG deneddylation, fluorescence polarization; inhibition, % at 12.5 µM; 0.38% of 360,000 active; AID 651999;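 active = pattern-corrected inhibition above about 35%, with an unprinted fluorescence ratio check between 0.5 and 1.5, limit read from the data, passing the limit was not always enough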;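 note: 0% = enzyme with substrate and 100% = substrate without enzyme; some results filed as inactive read as strong as hits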
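Material: purified human Csn5 enzyme expressed in HEK293T cells / Medium: Tris buffer pH 7.5, NaCl, DTT, Tween-20, trehalose, ovalbumin / Compound dosing: 12.5 µM single point / Schedule: 90 min incubation of compound, enzyme and substrate at room temperature / Signal: fluorescence polarization of the substrate / Control set: no-enzyme wells high, enzyme-with-substrate wells low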
Rpn11 inh = Rpn11 (human) deubiquitinase inhibition; O00487; human 26S proteasome, Ub4-pepOG fluorescence polarization; 20S core pre-blocked with epoxomicin; calls only at 20 µM; AID 588493; 0.59% of 360,000 active;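 active = inhibition at 20 µM, scaled to each plate's controls, above about 33%, limit read from the data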
Target sequence (O00487 whole entry, looked up): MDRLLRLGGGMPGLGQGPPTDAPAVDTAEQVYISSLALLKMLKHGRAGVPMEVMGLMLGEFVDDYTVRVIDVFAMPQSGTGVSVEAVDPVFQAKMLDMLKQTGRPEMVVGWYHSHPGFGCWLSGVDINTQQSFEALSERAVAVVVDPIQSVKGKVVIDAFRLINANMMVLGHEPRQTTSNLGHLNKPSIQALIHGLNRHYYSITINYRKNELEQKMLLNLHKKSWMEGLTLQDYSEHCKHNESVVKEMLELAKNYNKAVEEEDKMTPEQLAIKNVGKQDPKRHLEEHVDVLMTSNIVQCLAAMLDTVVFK
DNMT1 inh = blocks human DNA methyltransferase DNMT1 | DNMT1 molecular beacon, Hinp1I cleavage, fluorescence | 0.83% of 360,000 active | P26358 | inhibition (reported as % activation of signal), % at 10 µM; in the data active = inhibition above about 50%
NadD block = inhibitors of Staphylococcus aureus NadD; purified NadD enzyme, colorimetric absorbance read-out; inhibition, % at 20 µM; 0.78% of 360,000 active; AID 602399; in the data active = inhibition above about 26%; note: some compounds past the cut are filed as inactive
Neddyl block = blocks human cullin neddylation | P61081+Q13564 | TR-FRET cullin neddylation, biochemical | calls only at 25 µM | 0.58% of 360,000 active | AID 651699; in the data active = inhibition above about 36%
An asterisk follows results filed as active.

COc1ccc([C@H]2C[C@@H](O)[C@H](n3cc(COC(=O)c4ccccc4)nn3)CN2C(=O)c2cccs2)cc1 was read as Rin1-Abl PPI inh 0, SUMO1-SIM PPI 1, LMPTP block -1.0, STEP block -2, CSN inh 9, Rpn11 inh inactive, DNMT1 inh 0, NadD block 2 and Neddyl block inactive.
For CC(Oc1ccc2c(=O)c(-c3ccc(Cl)cc3)c(C(F)(F)F)oc2c1)C(=O)O (stereo not drawn) the results were Rin1-Abl PPI inh -1, SUMO1-SIM PPI 3, LMPTP block -1.1, STEP block -2, Scp1 inh 1, CSN inh 4, Rpn11 inh inactive, DNMT1 inh 10, NadD block -5 and Neddyl block inactive.
For N#CCSc1ccccc1NC(=O)COc1ccc(-c2nnco2)cc1 the results were Rin1-Abl PPI inh 1, SUMO1-SIM PPI 1, LMPTP block -1.1, STEP block -6, Scp1 inh -4, CSN inh 16, Rpn11 inh active, DNMT1 inh -9, NadD block -5 and Neddyl block inactive.
`CCCC(=O)N1CCCC1(C)C(=O)Nc1ccc2cn[nH]c2c1` (stereo not drawn) gave Rin1-Abl PPI inh 3, SUMO1-SIM PPI -2, LMPTP block -0.7, STEP block -2, CSN inh 0, Rpn11 inh inactive, DNMT1 inh -2, NadD block -1 and Neddyl block inactive.
`O=C1CC(c2ccc(S(=O)(=O)NC3CC3)cc2)CN1` (stereo not drawn) gave Rin1-Abl PPI inh -5, SUMO1-SIM PPI -2, LMPTP block -1.2, STEP block -2, Scp1 inh 2, CSN inh -4, Rpn11 inh inactive, DNMT1 inh 3, NadD block -5 and Neddyl block inactive.
`CC(C)(C)NS(=O)(=O)c1cc(C(=O)O)ccc1Cl` gave Rin1-Abl PPI inh 4, SUMO1-SIM PPI 7, LMPTP block 0.0, STEP block -3, Scp1 inh -2, CSN inh 0, Rpn11 inh inactive, DNMT1 inh 0, NadD block -2 and Neddyl block inactive.
O=S(=O)(c1cc(Cl)ccc1Cl)N1CCN(Cc2ccco2)CC1 was read as Rin1-Abl PPI inh -1, SUMO1-SIM PPI 4, LMPTP block -0.9, STEP block -2, Scp1 inh -2, CSN inh 3, Rpn11 inh inactive, DNMT1 inh 1, NadD block -4 and Neddyl block inactive.
Screening CC1CCN(c2ccc(C(=O)NCc3ccc4c(c3)OCO4)cc2[N+](=O)[O-])CC1 returned Rin1-Abl PPI inh -4, SUMO1-SIM PPI -11, LMPTP block 3.1, STEP block 0, Scp1 inh -7, CSN inh 0, Rpn11 inh inactive, DNMT1 inh 0, NadD block -7 and Neddyl block inactive.
c1ccn(CCc2ccncc2)c1 was read as Rin1-Abl PPI inh 7, SUMO1-SIM PPI -1, LMPTP block -1.9, STEP block -2, Scp1 inh -7, CSN inh 2, Rpn11 inh inactive, DNMT1 inh 1, NadD block 1 and Neddyl block inactive.
Screening CC(=O)NC(Cc1ccc(C)cc1)C(=O)NC1CCN(C(=O)NCc2ccccc2)CC1 (stereo not drawn) returned Rin1-Abl PPI inh 7, SUMO1-SIM PPI -1, LMPTP block -1.6, STEP block -2, Scp1 inh -2, CSN inh 1, Rpn11 inh inactive, DNMT1 inh 2, NadD block -4 and Neddyl block inactive.
COc1ccc(-c2nnc(NC(=O)C(C)C)s2)c(OC)c1 was read as Rin1-Abl PPI inh -11, SUMO1-SIM PPI -8, LMPTP block -1.1, STEP block -2, Scp1 inh -1, CSN inh 2, Rpn11 inh inactive, DNMT1 inh 5, NadD block 2 and Neddyl block inactive.
`O=C(c1ccc(Br)cc1)N1CCCc2ccccc21` gave Rin1-Abl PPI inh -1, SUMO1-SIM PPI 8, LMPTP block -0.8, STEP block -2, Scp1 inh -10, CSN inh 4, Rpn11 inh inactive, DNMT1 inh 3, NadD block -4 and Neddyl block inactive.
For Cc1ccc(C(OCC(C)(C)C[N+](C)(C)C)c2ccccc2)cc1 (stereo not drawn) the results were Rin1-Abl PPI inh 0, SUMO1-SIM PPI -2, LMPTP block 0.0, STEP block -1, Scp1 inh 38, CSN inh -15, Rpn11 inh inactive, DNMT1 inh 3, NadD block 16 and Neddyl block inactive.
`O=C(Nc1cccc(S(=O)(=O)NC2=NCCC2)c1)c1ccc(C(F)(F)F)cc1` gave Rin1-Abl PPI inh 5, SUMO1-SIM PPI 5, LMPTP block -0.7, STEP block -1, Scp1 inh -3, CSN inh -1, Rpn11 inh inactive, DNMT1 inh 0, NadD block 0 and Neddyl block inactive.
O=[N+]([O-])c1ccc2nc(NN=Cc3ccc(O)cc3)sc2c1 was read as Rin1-Abl PPI inh 0, SUMO1-SIM PPI -14, LMPTP block 17, STEP block -2, Scp1 inh -7, CSN inh 0, Rpn11 inh inactive, DNMT1 inh -19, NadD block 12 and Neddyl block inactive.

Continued; it opens with the three that closed the last part.
For Cc1ccc(C(OCC(C)(C)C[N+](C)(C)C)c2ccccc2)cc1 (stereo not drawn) the results were Rin1-Abl PPI inh 0, SUMO1-SIM PPI -2, LMPTP block 0.0, STEP block -1, Scp1 inh 38, CSN inh -15, Rpn11 inh inactive, DNMT1 inh 3, NadD block 16 and Neddyl block inactive.
`O=C(Nc1cccc(S(=O)(=O)NC2=NCCC2)c1)c1ccc(C(F)(F)F)cc1` gave Rin1-Abl PPI inh 5, SUMO1-SIM PPI 5, LMPTP block -0.7, STEP block -1, Scp1 inh -3, CSN inh -1, Rpn11 inh inactive, DNMT1 inh 0, NadD block 0 and Neddyl block inactive.
O=[N+]([O-])c1ccc2nc(NN=Cc3ccc(O)cc3)sc2c1 was read as Rin1-Abl PPI inh 0, SUMO1-SIM PPI -14, LMPTP block 17, STEP block -2, Scp1 inh -7, CSN inh 0, Rpn11 inh inactive, DNMT1 inh -19, NadD block 12 and Neddyl block inactive.
CC1=CCC2C(=O)N(Cc3ccccc3)C(=O)C2C1 (stereo not drawn) was read as Rin1-Abl PPI inh 1, SUMO1-SIM PPI -4, LMPTP block -2.3, STEP block -3, Scp1 inh -10, CSN inh 2, Rpn11 inh inactive, DNMT1 inh 1, NadD block 0 and Neddyl block inactive.
CC1(C(=O)NS(=O)(=O)c2cccc(C#N)c2)CCN1C(=O)C1(c2ccccc2)CC1 (stereo not drawn) was read as Rin1-Abl PPI inh -2, SUMO1-SIM PPI 7, LMPTP block 0.0, STEP block 1, CSN inh -2, Rpn11 inh inactive, DNMT1 inh 6, NadD block 2 and Neddyl block inactive.
For O=[N+]([O-])c1nn(-c2ccc3c(c2)OCCO3)n(O)c1=NC1CCCC1 the results were Rin1-Abl PPI inh 3, SUMO1-SIM PPI -21, LMPTP block -0.4, STEP block 0, Scp1 inh 6, CSN inh -4, Rpn11 inh inactive, DNMT1 inh -1, NadD block 0 and Neddyl block inactive.
For Cc1ccc(S(=O)(=O)N2C[C@H]3C(=O)C[C@@H](c4ccccc4)N(S(C)(=O)=O)[C@H]3C[C@H]2c2ccccc2)cc1 the results were Rin1-Abl PPI inh 2, SUMO1-SIM PPI 0, LMPTP block 1.8, STEP block 1, CSN inh 5, Rpn11 inh inactive, DNMT1 inh -10, NadD block -4 and Neddyl block inactive.
`O=C(O)C/C(=C\c1ccc(N2CCOCC2)c([N+](=O)[O-])c1)c1nc2ccccc2s1` gave Rin1-Abl PPI inh -5, SUMO1-SIM PPI -6, LMPTP block 2.6, STEP block 2, Scp1 inh 2, CSN inh -4, Rpn11 inh inactive, DNMT1 inh -3, NadD block 7 and Neddyl block inactive.
`COc1ccc(NC(=O)c2ccccc2O)c(OC)c1` gave Rin1-Abl PPI inh -2, SUMO1-SIM PPI 5, LMPTP block -0.9, STEP block 6, Scp1 inh -6, CSN inh -4, Rpn11 inh inactive, DNMT1 inh 14, NadD block -3 and Neddyl block inactive.
For O=C(OCc1ccc(COC(=O)c2ccc(O)cc2)cc1)c1ccc(O)cc1 the results were Rin1-Abl PPI inh 6, SUMO1-SIM PPI 11, LMPTP block 5.1, STEP block -7, Scp1 inh -22, CSN inh -2, Rpn11 inh inactive, DNMT1 inh -8, NadD block -10 and Neddyl block inactive.
For CN(C)C(=O)CSc1nnc([C@H](Cc2c[nH]c3ccccc23)NC(=O)OC(C)(C)C)o1 the results were Rin1-Abl PPI inh -1, SUMO1-SIM PPI 1, LMPTP block -1.3, STEP block 0, Scp1 inh -11, CSN inh -2, Rpn11 inh inactive, DNMT1 inh -2, NadD block -1 and Neddyl block inactive.
Screening Cn1c(=O)c(N)c2c3c(c(Br)ccc31)C(=O)c1ccccc1-2 returned Rin1-Abl PPI inh -6, SUMO1-SIM PPI -44, LMPTP block 6.4, STEP block -65, Scp1 inh -8, CSN inh -79, Rpn11 inh inactive, DNMT1 inh 155*, NadD block 8 and Neddyl block inactive.
Cn1c(-c2ccc(C(=O)c3ccccc3)s2)nc2ccccc21 was read as Rin1-Abl PPI inh 0, SUMO1-SIM PPI -9, LMPTP block 17, STEP block 2, Scp1 inh 8, CSN inh 7, Rpn11 inh inactive, DNMT1 inh 24 and NadD block 21.
For Cc1nc(N=Nc2ccc(O)cc2)n[nH]1 the results were Rin1-Abl PPI inh -5, SUMO1-SIM PPI -33, LMPTP block -1.3, STEP block 1, Scp1 inh 81*, CSN inh 2, Rpn11 inh inactive, DNMT1 inh 0, NadD block -1 and Neddyl block inactive.
Screening COc1ccc(-c2nnc(SCC(=O)Nc3cc(C)on3)n2C)cc1OC returned Rin1-Abl PPI inh -3, SUMO1-SIM PPI -1, LMPTP block -0.2, STEP block -3, Scp1 inh 0, CSN inh 4, Rpn11 inh inactive, DNMT1 inh 3, NadD block -2 and Neddyl block inactive.
Screening COc1ccc(C)cc1NC(=O)c1nnn(Cc2cc(C)ccc2C)c1N returned Rin1-Abl PPI inh -4, SUMO1-SIM PPI -1, LMPTP block 2.5, STEP block -2, Scp1 inh -15, CSN inh 1, Rpn11 inh inactive, DNMT1 inh -2, NadD block -1 and Neddyl block inactive.
For CCC1CCC(C(=O)NC(C(=O)Nc2ccc3c(c2)OCCO3)C(C)C)CC1 (stereo not drawn) the results were Rin1-Abl PPI inh 0, SUMO1-SIM PPI 5, LMPTP block -1.2, STEP block -2, Scp1 inh -7, CSN inh 2, Rpn11 inh inactive, DNMT1 inh 2, NadD block -7 and Neddyl block inactive.

Screening results deposited in PubChem BioAssay by several laboratories.

Compounds were not picked by outcome; any-hit rate near 3.8%.
